GLP1R ag: agonists of human GLP-1 receptor | P43220 | HEK293 GLP-1R CRE-luciferase, luminescence, 4-6 h; cells express a hypersensitive GLP-1R form | Potency, µM (top dose mostly 45.6 µM), for the others: at the top dose activation, most hits filed as activators | actives 0.007% (n = 380,000) | AID 624172; also: potency is read from the fitted curve at half-maximal effect; % of control where 0% means no effect
Target sequence (P43220 whole entry, looked up): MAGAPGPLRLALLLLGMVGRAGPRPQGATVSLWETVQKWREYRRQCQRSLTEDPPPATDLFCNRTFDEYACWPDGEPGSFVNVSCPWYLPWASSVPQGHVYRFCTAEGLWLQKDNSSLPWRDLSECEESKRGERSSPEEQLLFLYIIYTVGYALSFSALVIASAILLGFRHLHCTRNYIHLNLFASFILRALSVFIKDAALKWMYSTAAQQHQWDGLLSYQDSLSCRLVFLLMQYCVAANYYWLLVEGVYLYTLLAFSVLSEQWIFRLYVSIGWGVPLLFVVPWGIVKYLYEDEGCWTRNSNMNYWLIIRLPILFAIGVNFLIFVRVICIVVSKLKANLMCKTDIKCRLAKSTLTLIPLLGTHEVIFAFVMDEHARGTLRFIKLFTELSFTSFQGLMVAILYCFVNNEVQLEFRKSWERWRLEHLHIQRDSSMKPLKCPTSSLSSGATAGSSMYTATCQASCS
FUS yeast rescue: suppressors of FUS proteinopathy in yeast. S. cerevisiae FUS-expressing, growth rescue, OD600, 24 h. actives 0.24% (n = 390,000). Potency, µM (highest dose often 76.6 µM), inactives show at the highest dose growth rescue (activation), most hits filed as activators;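 also: potency is read from the fitted curve at half-maximal effect; plate controls were DMSO vehicle for no effect and reference control for full effect; nearly all actives have a fitted effect of over 55% in size; some results filed as inactive show a strong effect at the top dose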
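Cultures pregrown in 2.5% raffinose medium are shifted to minimal medium containing 2% galactose to express toxic FUS. Compounds are tested at several concentrations. After 24hr at 30C, growth is quantified at 600 nm absorbance.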
PTHR1 ag: activates the human parathyroid hormone receptor PTHR1; Q03431; HEK293 GP2 PTHR1 cells, GloSensor cAMP luminescence, 1 h; Potency, µM (doses to about 115 µM), for inactives: at the highest dose activation, hits mostly activators; actives 0.075% (n = 410,000); also: potency is read from the fitted curve at half-maximal effect; nearly all actives have a fitted effect of over 55% in size; some results filed as inactive show a strong effect at the top dose; inactives centre near -15; many of its hits are not listed in these tables
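HEK-293-derived GP2 cells expressing PTHR1 and a GloSensor cAMP reporter, 3,000/well, plated overnight, given luciferin plus IBMX (each 0.5 mM as added) for 1 h at 37 °C, then compound for 1 h at 37 °C. Luminescence was read after 15 min at room temperature.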
Abeta yeast res: A-beta toxicity reversal in yeast | Potency, µM (doses to about 46.1 µM), for the others: at the highest dose growth rescue, hits mostly activators | yeast expressing A-beta42, growth rescue, OD600, 48 h; response scale: 0% DMSO, 100% iron-clioquinol control | actives 0.063% (n = 410,000); also: potency is read from the fitted curve at half-maximal effect; nearly all actives have a fitted effect of over 55% in size
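Growth rescue measured by 600 nm absorbance after 48 h yeast culture at 30 C with compound. Values normalized between DMSO and an equimolar ferric chloride plus clioquinol control.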
GLP1R inv ag: acts as inverse agonist at human GLP-1 receptor. actives 1.6% (n = 410,000). P43220. AID 624417. Potency, µM (series often up to 38.3 µM), inactives show at the highest dose activity change, negative = inhibition, usual class: inhibitors. HEK293 GLP-1R CRE-luciferase, luminescence, 24 h; GLP-1R form is constitutively active; also: potency is read from the fitted curve at half-maximal effect; % is scaled to controls: 0 for no effect and ±100 for the full control effect; nearly all actives have a fitted effect of over 55% in size
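qHTS in 1536-well format: reporter HEK293 cells expressing constitutive GLP-1R activity in DMEM + 10% Nu serum, 24 hr with compounds at 37 deg C, luminescence read after 12 min with detection reagent.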
aSyn yeast inh: alpha-synuclein toxicity inhibition in yeast | Yeast expressing alpha-synuclein, growth rescue, BacTiter-Glo, 24 h | Potency, µM (highest dose often 46.1 µM), inactives show top-dose growth rescue (activation), actives largely listed as activators | actives 0.14% (n = 370,000) | AID 652106; also: potency is read from the fitted curve at half-maximal effect; % of control where 0% means no effect; nearly all actives have a fitted effect of over 65% in size
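Screening used galactose-induced yeast with toxic alpha-synuclein levels, exposed to compound for 24 hr at 30 deg C. Cell growth, read with BacTiter-Glo luminescence, gave the measured signal.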
pAkt inh: blocks phosphorylation of Akt; Neuro2A IGF-stimulated pAkt S473 HTRF, 20 min; hits give low values; activity change, % for hits at 50 µM; actives 0.32% (n = 360,000); in the data active = activity change below about -80%; inconclusive = mostly about -51% to -80%; also: % is scaled to controls: 0 for no effect and ±100 for the full control effect
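Single-point screen (50 µM final compound) in Neuro2A cells stimulated 20 min with 6 nM IGF at 37 deg C. After lysis, Ser473-phosphorylated Akt read by HTRF (ex 330 nm, em 615/665 nm) as the 665/615 ratio.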
TDP43 rescue: rescues yeast growth from TDP-43 toxicity; TDP-43 expressing yeast growth rescue, BacTiter-Glo, 24 h; Potency, µM (titrated, usually from 46.1 µM), inactives show at the highest dose growth rescue (activation), actives largely listed as activators; actives 1.8% (n = 410,000); AID 652104; also: potency is read from the fitted curve at half-maximal effect; % of control where 0% means no effect; nearly all actives have a fitted effect of over 50% in size
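Cell-based yeast growth screen: TDP-43 expression induced in galactose, inoculum OD600=0.02 after raffinose pregrowth to mid-log. Read-out BacTiter-Glo luminescence at 24 hr, 30 deg C; inhibition of toxicity seen as signal increase.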
D3 antag: D3 dopamine receptor (human) antagonism; D3R cells, DiscoveRx beta-arrestin luminescence, antagonist mode; hits give low values; P35462; actives 2.5% (n = 360,000); max response, negative = inhibition, %; in the data active = max response below about -50%; inconclusive = no clear call, values can overlap the other calls; also: % is scaled to controls: 0 for no effect and ±100 for the full control effect; mostly tested at two doses, the higher about 12 µM
Target sequence (P35462 whole entry, looked up): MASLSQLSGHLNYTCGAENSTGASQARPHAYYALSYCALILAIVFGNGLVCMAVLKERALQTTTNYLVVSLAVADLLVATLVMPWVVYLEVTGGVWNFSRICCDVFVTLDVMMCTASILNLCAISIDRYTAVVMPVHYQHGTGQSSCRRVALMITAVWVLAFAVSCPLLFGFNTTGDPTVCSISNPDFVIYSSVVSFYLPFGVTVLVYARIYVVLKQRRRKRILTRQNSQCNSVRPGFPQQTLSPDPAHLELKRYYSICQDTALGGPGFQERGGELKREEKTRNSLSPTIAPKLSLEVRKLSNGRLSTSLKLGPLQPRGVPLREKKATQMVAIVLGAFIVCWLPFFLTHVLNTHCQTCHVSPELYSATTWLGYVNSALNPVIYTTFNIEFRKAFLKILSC
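Cells plated overnight at 1500 cells/well, then exposed to library compounds with dopamine controls for 90 minutes at 37 degrees C. DiscoveRx reagent added for 30–60 minutes at room temperature; luminescence read, quantitative HTS format.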
Starred values were filed as active, the others as inactive; i = inactive; ? = inconclusive; / = not tested or not shown; [ ] = another dose, or the depositor's remark. Unless noted, calls follow the shape of the dose curve; as a rule, active = well fitted curve in the direction sought with a large enough effect; inconclusive = small, poorly fitted or top-dose-only effect, or another doubt; inactive = no such curve, though single readings can be large; an effect the other way counts as inactive or inconclusive. Not all compounds are listed (hit frequency here may not be typical).

No. | Molecule | GLP1R ag | FUS yeast rescue | PTHR1 ag | Abeta yeast res | GLP1R inv ag
1 | CCc1nc(NCc2ccccn2)c2oc3ccccc3c2n1 | 8.2% | 2.6% | -72.0%[inhibitor][57.5 µM] | -2.9% | -23.5%
2 | Cc1ccc(NC(=O)COC(=O)CNC(=O)c2ccco2)cc1 | -2.8% | 7.1% | -24.4% | 1.9% | 10.6%
3 | Cc1ccc(OCc2ccc(-c3ccccc3)cc2)c([N+](=O)[O-])n1 | 27.1% | -8.2% | -18.9% | 4.7% | -19.7%
4 | COc1ccc(CNC(=O)C2CCN(C(=O)[C@@H]3Cc4ccccc4CN3)CC2)cc1 | -1.0% | 0.7% | i | -4.7% | 4.5%
5 | O=C1OCC(Cn2c3ccccc3c3ccccc32)O1 (stereo unspecified) | -3.4% | 1.5% | i | 13.6% | 0.0%
6 | COCc1cc(SC2CCCCC2)nc(C)n1 | 19.3% | 8.7% | -4.7% | 15.6% | 19.5%
7 | Nc1c(-c2ccc(Cl)cc2)nnn1-c1ccccc1 | 0.6% | 16.0% | -9.8%[57.5 µM] | 4.6% | -24.8%
8 | COc1cc2c(cc1OC)C(C)N(C(=O)CCNC(=O)c1ccccc1)CC2 (stereo unspecified) | 3.9% | 1.6% | -24.4% | 10.8% | 17.7%
9 | CCN1CCN(C(c2cccc(OC)c2)c2c(O)cc(C)n(Cc3ccco3)c2=O)CC1 (stereo unspecified) | / | 30.8% | 10.7% | 4.9% | 0.6%
10 | Cc1ccc(S(=O)(=O)N2CCCc3ccccc32)cc1C | 2.5% | 9.5% | i | 28.9% | 0.4%

No. | aSyn yeast inh | pAkt inh | TDP43 rescue | D3 antag
1 | -14.5% | i | -13.1% | 24.8
2 | -7.9% | i | -9.6% | 0.0
3 | -11.7% | i | 5.4% | 0.9
4 | 0.1% | i | 9.1% | -11.4
5 | 2.2% | i | ? | -20.3
6 | 0.8% | i | 27.4% | 1.8
7 | 2.3% | i | ? | -15.8
8 | ? | i | 15.1% | -11.4
9 | / | / | -0.4% | /
10 | 10.0% | i | 6.3% | -3.3

Arranged by value in D3 antag (smallest number first): three of the compounds above
| entry | Molecule | D3 antag |
| --- | --- | --- |
| 5 | O=C1OCC(Cn2c3ccccc3c3ccccc32)O1 (stereo unspecified) | -20.3 |
| 6 | COCc1cc(SC2CCCCC2)nc(C)n1 | 1.8 |
| 1 | CCc1nc(NCc2ccccn2)c2oc3ccccc3c2n1 | 24.8 |

The results go on:
No. | Molecule | GLP1R ag | FUS yeast rescue | PTHR1 ag | Abeta yeast res | GLP1R inv ag
11 | CSc1ccc(NC(=O)N2CCC(C(=O)c3ccc(F)cc3)CC2)cc1 | 4.0% | -10.7% | -69.3%[inhibitor] | 9.0% | ?
12 | CCn1ncc(C2C(C(=O)Nc3ccc(C)cn3)=C(C)NC3=C2C(=O)CCC3)c1C (stereo unspecified) | 0.6% | 8.4% | i | 17.6% | 2.0%
13 | COc1ccc2c(c1)C(C)=CC(C)(C)N2S(=O)(=O)c1ccc(NC(C)=O)cc1 | 21.5% | 26.1% | ? | 4.2% | ?
14 | CCN1CCc2c(C#N)c(NCc3ccccc3)nc(NCCO)c2C1 | -5.7% | 12.0% | -3.2% | 15.2% | 6.2%
15 | CCc1nnc(SCc2cccc(F)c2)c2cc3sc(C)cc3n12 | / | 2.3% | -25.0% | 7.4% | ?
16 | Cc1nc(CSc2nnc(C)s2)cs1 | -1.1% | / | -20.6% | -17.1% | 25.5%
17 | COc1ccc(C(=O)COC(=O)c2cnc(C)cn2)c(OC)c1 | 14.4% | 10.1% | i | -3.5% | 18.2%
18 | Cc1ccc(CNC(=O)c2sc3nc(-c4ccccc4)cn3c2C)cc1 | / | 14.1% | 23.7% | -8.0% | -10.0%
19 | Cc1ccc(C)c(S(=O)(=O)N2CCNCC2)c1 | 0.3% | 34.4% | i | -9.0% | -33.5%
20 | O=C(COC(=O)c1cc(C(F)(F)F)cc(C(F)(F)F)c1)NCc1ccc(Cl)cc1 | 0.3% | / | -4.4% | -3.6% | 0.0%

No. | aSyn yeast inh | pAkt inh | TDP43 rescue | D3 antag
11 | -3.1% | i | -9.0% | -7.3
12 | 0.3% | i | 9.3% | -14.9
13 | 0.6% | i | -8.4% | ?
14 | 0.0% | i | 3.1% | -18.9
15 | / | / | 15.8% | /
16 | -3.3% | i | -15.6% | 0.0
17 | 4.3% | i | -9.3% | 14.3
18 | / | / | 4.5% | /
19 | -3.4% | i | -19.7% | -15.1
20 | -1.8% | i | -14.3% | ?

(cont.)
No. | Molecule | GLP1R ag | FUS yeast rescue | PTHR1 ag | Abeta yeast res | GLP1R inv ag
21 | O=C(/C=C/c1ccc(F)cc1)Nc1cc(S(=O)(=O)N2CCOCC2)ccc1N1CCOCC1 | 4.4% | -18.5% | -4.0% | 11.3% | 8.3%
22 | O=c1c(-c2cnn(-c3ccccc3)c2)coc2cc(O)ccc12 | 8.1% | 22.0% | -4.0% | -13.7% | 20.7%
23 | CNCCCOc1ccc(Cl)cc1C(C)(C)C | 6.5% | -0.9% | i | 4.7% | 3.55µM*
24 | COc1cccc(N2CCN(S(=O)(=O)c3ccc(-c4ccno4)cc3OC)CC2)c1 | / | -12.0% | -2.9% | 3.2% | 3.8%
25 | C=CCNc1nc(-c2ccccc2)nc(-n2ccnc2)n1 | 9.6% | -11.0% | i | -7.9% | 8.6%
26 | CC(=O)N1CCC2(CC1)CC(=O)c1cc(OCC(=O)N3CCOCC3)ccc1O2 | 4.3% | -9.3% | -17.0% | -1.1% | 0.3%
27 | OC(CNc1ccnc2cc(Cl)ccc12)CNC1CCCCC1 (stereo unspecified) | -11.9% | / | i | 3.2% | ?
28 | CCNC(=S)NS(=O)(=O)c1ccc(CC)cc1 | 5.3% | -3.4% | i | 11.3% | 0.0%
29 | COc1ccc(NC(=O)Cn2cnc3c(oc4ccccc43)c2=O)cc1OC | / | -8.7% | i | 1.9% | 2.6%
30 | Cc1ccc(-c2cc(C(=O)Nc3c(C)n(C)n(-c4ccccc4)c3=O)[nH]n2)c(O)c1C | -0.1% | 16.1% | i | -19.3% | -23.0%

No. | aSyn yeast inh | pAkt inh | TDP43 rescue | D3 antag
21 | 0.2% | i | 8.9% | 4.0
22 | -0.2% | i | 28.8% | 4.4
23 | -9.5% | i | -14.2% | ?
24 | / | / | 12.6µM* | /
25 | 5.7% | i | ? | -4.9
26 | -10.6% | i | -0.2% | -3.6
27 | 9.8% | i | 9.4% | ?
28 | -9.8% | i | 13.3% | -24.9
29 | / | / | 19.9%[9.22 µM] | /
30 | -2.9% | i | -5.6% | -17.5

Remaining list, next part
No. | Molecule | GLP1R ag | FUS yeast rescue | PTHR1 ag | Abeta yeast res | GLP1R inv ag
31 | CC1(C)CC(=O)C=C(c2cccc(Cl)c2O)C1 | 13.0% | -15.8% | -7.2% | 5.0% | -16.9%
32 | COc1ccc(Nc2nc3c(C)cccc3cc2C#N)c(OC)c1 | -11.8% | -7.3% | i | 3.1% | 2.0%
33 | COc1ccc(S(=O)(=O)N2C3CCC2CC(NC(=O)C2CC2)C3)cc1 (stereo unspecified) | -7.4% | 11.3% | i | -6.5% | 2.1%
34 | Cc1ccccc1Cn1c(-c2cccs2)nc2ccccc21 | / | -14.3% | -24.1% | -8.6% | ?
35 | COc1ccc(OC)c(NC(=O)CS(=O)(=O)Cc2nc(-c3ccccc3C)oc2C)c1 | -1.3% | 0.4% | i | 3.2% | -37.1%
36 | Cc1ccccc1-c1cccc([C@@H]2C[C@H]3[C@H](CON3C)CN2S(=O)(=O)c2ccccc2C)c1 | 8.7% | ? | -20.9% | -3.3% | ?
37 | CCCCN(CCCNC(=O)CN1C(=O)COc2ccccc21)c1ccccc1 | -0.4% | 2.4% | i | -3.6% | ?
38 | O=C(COC(=O)c1cc(Br)ccc1Cl)NC1CCCC1 | 3.6% | 12.8% | -1.0% | 10.1% | -9.6%
39 | COc1cc(/C=C2\SC(N3CCc4ccccc4C3)=NC2=O)cc(OC)c1OC | -1.1% | / | -25.7% | -0.6% | -0.2%
40 | CCc1ccc(C(=O)c2cn(CC(=O)Nc3cccc(OC)c3)c3cc4c(cc3c2=O)OCO4)cc1 | -0.5% | ? | i | -5.0% | -25.5%

No. | aSyn yeast inh | pAkt inh | TDP43 rescue | D3 antag
31 | -1.3% | i | 24.8% | -5.6
32 | -0.5% | i | 15.4% | 6.6
33 | -2.5% | i | -4.1% | -22.3
34 | / | / | ? | /
35 | 7.5% | i | 6.2% | 19.7
36 | 6.0% | i | 20.7% | 41.5
37 | 22.8% | i | -5.4% | 4.5
38 | 0.4% | i | ? | 2.4
39 | 16.7% | i | 0.0% | 43.6
40 | / | / | 3.0% | /

New compounds follow
No. | Molecule | GLP1R ag | FUS yeast rescue | PTHR1 ag | Abeta yeast res | GLP1R inv ag
41 | O=C(NCC1CCCO1)c1cccc(S(=O)(=O)NCc2ccccc2)c1 (stereo unspecified) | 3.4% | -3.2% | 17.9% | -6.4% | 6.7%
42 | O=C(c1ccccc1)N1CCN(CCc2ccncc2)CC1 | / | -8.5% | ? | -12.1% | 2.1%
43 | CCOc1ccccc1C(=O)N1CC(=O)Nc2ccc(C)cc2C1c1ccccc1 (stereo unspecified) | / | 19.8% | -6.9% | -0.5% | -12.0%
44 | O=C1C=C(Nc2ccccc2C(=O)O)c2ccccc2C1=O | -5.5% | 31.1% | i | -45.6%[inhibitor] | 53.8%[activator]
45 | Cc1ccc(Cn2ccnc2C(=O)Nc2ccccc2)cc1 | 11.8% | -0.3% | -14.2% | 9.0% | 0.3%

No. | aSyn yeast inh | pAkt inh | TDP43 rescue | D3 antag
41 | -3.9% | i | 4.1% | -16.8
42 | / | / | 10.1% | /
43 | / | / | 11.0% | /
44 | -60.1%[inhibitor] | i | 18.9% | -27.4
45 | 5.4% | i | -16.8%[0.397 µM] | 14.6

Screening data as filed in PubChem.
